# Screening results: PubChem, several laboratories
# CF NFkB block: blocks PAF-induced NF-kB reporter in cystic fibrosis cells; KKLEB NF-kB-GFP reporter, GFP fluorescence overnight; inhibition, % at 5 µM; 360,000 compounds, 0.86% hits; AID 588850;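 active = at least 50% inhibition at 5 µM, scaled per plate between neutral and stimulator controls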;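 note: PAF is a Pseudomonas aeruginosa culture filtrate used as stimulus; plate controls were PAF-stimulated DMSO wells for no effect and unstimulated DMSO wells for full effect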
# C8 TRAIL sens: sensitizes caspase-8 expressing cells to TRAIL; NB7+C8 cells + TRAIL, ATPlite viability luminescence; inhibition (viability loss, TRAIL sensitization), % at 10 µM; 360,000 compounds, 1% hits;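 active = compounds causing at least 50% loss of cell viability in the single-dose screen, relative to plate controls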
# KKLEB cytotox: CF airway cell cytotoxicity counter-screen | activity change (cytotoxicity), % at 5 µM | 360,000 compounds, 0.36% hits | KKLEB CF airway cells viability, ATPlite luminescence, overnight; stronger effect = lower value; cells stimulated with P. aeruginosa culture filtrate;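 active = corrected activity change at or below -50% at 5 µM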
# Shn3 inh set2: Schnurri-3 reporter inhibition in Clone20 osteoblasts; Clone20 osteoblast Shn3 3'UTR firefly luciferase, 24 h; AID 588674; 360,000 compounds, 0.52% hits; inhibition, % at 12.5 µM;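 active = mean inhibition of at least 75% with every replicate also reaching 75%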;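 note: 0% = median of neutral control wells and 100% = pilot-screen positive control compound; some compounds past the cut are filed as inactive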
# HIF-2a block: inhibitors of HIF-2a; 360,000 compounds, 0.72% hits; inhibition, % at 18.8 µM; 786-0 RCC cells HIF-2a reporter, luciferase luminescence, overnight;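 active = inhibition of the luminescence signal of 40% or more relative to plate controls, in a single-dose primary screen at 18.75 µM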
# TRPM1 prom inh: MITF TRPM1 promoter inhibition in SK-MEL-5 cells; SK-MEL-5 TRPM1 promoter luciferase, 24 h; inhibition, % at 12.5 µM; 330,000 compounds, 0.83% hits;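 active = mean inhibition across replicates of 60% or more, whatever share of single replicates reaches that level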; note: values of inactives mirror those of a sister screen read the other way
# TWEAK Fn14 block: TWEAK-Fn14 signaling inhibition. TWEAK-stimulated Fn14 reporter cells, luciferase luminescence, 8 h. AID 1159606. 360,000 compounds, 2% hits. inhibition, % at 10 µM; in the data active = inhibition above about 50%
# TROY NFkB inh: blocks TROY-dependent signaling in reporter cells | 360,000 compounds, 0.98% hits | Q293 LMP1-TROYcd NF-kB luciferase reporter, 4 h | inhibition, % at 10 µM;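 active = compounds whose plate-normalised and pattern-corrected inhibition of the luciferase reporter signal at the single screening dose is 50% or more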
# NR2E3 ag-1: activates human photoreceptor nuclear receptor NR2E3 | GST-NR2E3/biotin-RetCOR TR-FRET, 1536-well | inhibition of corepressor binding, % at 4.78 µM | 320,000 compounds, 0.12% hits | AID 2300;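 active = percent inhibition above the cutoff of mean plus 3 SD of all tested compounds, set per screening campaign, cut at about 20% in these data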;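 note: 0% = DMSO wells and 100% = biotin wells as full block of FRET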
# Target sequence (Q9Y5X4 whole entry, looked up): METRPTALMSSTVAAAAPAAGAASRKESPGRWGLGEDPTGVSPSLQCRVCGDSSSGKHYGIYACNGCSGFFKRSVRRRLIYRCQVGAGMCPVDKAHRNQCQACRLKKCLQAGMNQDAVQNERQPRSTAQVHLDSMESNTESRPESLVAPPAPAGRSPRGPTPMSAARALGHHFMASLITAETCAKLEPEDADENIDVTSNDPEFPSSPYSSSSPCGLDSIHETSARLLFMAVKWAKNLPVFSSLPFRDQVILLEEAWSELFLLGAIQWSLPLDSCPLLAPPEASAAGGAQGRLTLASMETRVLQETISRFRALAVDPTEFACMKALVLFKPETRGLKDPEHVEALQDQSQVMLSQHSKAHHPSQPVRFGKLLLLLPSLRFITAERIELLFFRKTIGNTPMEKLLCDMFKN
#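 Material – GST-tagged NR2E3 plus biotinylated RetCOR corepressor · Quantity – NR2E3 fusion 1.35 nM · Times – 5 h incubation at 4 °C · Medium – pH 7.5 Tris-based buffer · Technique – TR-FRET, Eu(K)-anti-GST donor, streptavidin-D2 acceptor, ex 340, em 617/671 nm · Benchmarks – high control biotin, low control 0.6% DMSO · Format – 1536-well plates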
# Peg3 prom inh: inhibitors of Peg3 promoter; HeLa PEG-Prom luciferase reporter, luminescence, overnight; inhibition, % at 20 µM; 360,000 compounds, 1.7% hits;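 active = inhibition of at least 50% at 20 µM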
# NR2E3 ag-2: human photoreceptor-specific nuclear receptor agonism; Q9Y5X4; inhibition of corepressor binding, % at 3.98 µM; CHO-S Gal4-NCOR/VP16-NR2E3 two-hybrid, luciferase; AID 602229; 360,000 compounds, 0.35% hits;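 active = inhibition above the mean of all tested compounds plus 3 SD, cut at about 70% in these data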;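 note: 0% = DMSO with NR2E3 transfected cells and 100% = cells lacking NR2E3 construct; higher means lower luciferase signal from less NR2E3 corepressor binding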
# Numbers without * were called inactive; . = not tested or not shown.
SMILES	HIF-2a block	NR2E3 ag-2	TRPM1 prom inh	NR2E3 ag-1	TWEAK Fn14 block	KKLEB cytotox	Shn3 inh set2	TROY NFkB inh	CF NFkB block	Peg3 prom inh	C8 TRAIL sens
O=C(CN1C(=O)C2C3c4ccccc4C(c4ccccc43)C2C1=O)Nc1cccc(C(=O)O)c1 (stereo unspecified)	14	-24	-7	2	11	6	-8	-1	-17	-6	-12
Cc1ccc(C(=O)N/N=C/c2ccc([N+](=O)[O-])s2)cc1	91*	69	105*	-4	95*	-5	90*	42	6	82*	23
Nc1ccc(SC(F)(F)F)cc1	3	14	14	0	-12	-8	8	2	3	2	-1
COc1cc(OC)cc(C(=O)OCC(=O)Nc2sccc2C(N)=O)c1	4	9	-16	2	7	14	5	-2	-10	1	3
COc1ccccc1OCC(=O)NNc1c2ccccc2nc2ccccc12	31	10	-2	-5	-22	-4	44	13	-13	38	-2
c1ccc(CSc2nnc(-c3c[nH]c4ccccc34)o2)cc1	-254	-133	-61	-2	-12	10	-75	-30	-12	-275	7
O=C(COc1ccc(Cl)cc1)Nc1nnc(-c2ccco2)o1	10	-13	1	-2	8	6	11	-13	-2	-6	-14
CC1=C(C(=O)N2CCOCC2)CC(CC(=O)NC(c2ccccc2)c2ccccc2)C(=O)N1CCCN1CCCC1=O (stereo unspecified)	6	7	.	.	17	10	-20	-25	-10	-13	7
Cc1ccc(-n2c(C)cc(/C=C(\C#N)C(=O)NCC3CCCO3)c2C)cc1 (stereo unspecified)	-273	-125	-71	4	-12	-18	-47	15	-6	-322	47
CCN(C(=O)c1cc2cc(OC)ccc2oc1=O)c1cccc(C)c1	4	-8	12	1	17	0	23	15	22	6	-4
COc1cccc(C(C)(O)c2nc(-c3ccccc3C)cs2)c1 (stereo unspecified)	8	-6	.	.	14	10	8	14	-5	8	8
CCOC(=O)c1c(-c2ccccc2)oc2ccc(OCC(=O)NNC(=O)CCCC(=O)O)cc12	19	-12	8	.	0	22	2	-11	-9	0	-6
CCc1nc2ccc(C)cc2c(C(=O)Oc2cccc3cccnc23)c1C	-9	-10	-8	2	12	-10	-9	-8	18	14	8
O=C1C2C3C=CC(c4ccccc4)(C2C(=O)N1c1cccc(Cl)c1)C1C(=O)N(c2cccc(Cl)c2)C(=O)C31 (stereo unspecified)	5	-18	0	1	8	6	27	21	-4	25	4
Cc1ccc(S(=O)(=O)/N=C(\CN2CCOCC2)N2CCCC2)cc1	-10	6	9	3	-10	10	-14	10	1	10	12
O=[N+]([O-])c1ccc(-c2ccc(C=Nc3cccc4ccccc34)o2)cc1	-30	-28	13	0	62*	2	-11	63*	-33	-10	-3
CC1(C(=O)NS(=O)(=O)c2cccc(OC(F)F)c2)CCN1C(=O)CC1CCCC1 (stereo unspecified)	10	-33	.	.	0	2	0	7	-12	0	-10
Nc1nc(OCc2ccccc2)c2[nH]cnc2n1	-8	-47	19	4	-5	-18	-11	13	17	-9	-10
Cc1ccc(C(NC(=O)N2CCOCC2)=C(Cl)Cl)cc1F	8	15	11	0	18	-1	54	4	-6	49	-22
CC1(C)CC(=O)c2c(O)cc(OCc3ccc(Br)cc3)cc2O1	-200	-118	-88	6	22	0	-76	26	17	-396	13
CN(CCOc1ccc(-c2ccn(S(=O)(=O)c3ccc(Cl)cc3)n2)cc1)c1ccccn1	-4	-7	22	-1	35	-2	31	15	-2	6	13
CN1C(=O)CC(N2CCN(c3ccccc3)CC2)C1=O (stereo unspecified)	18	-10	4	2	-2	15	-15	-5	-9	5	-11
CCc1nn(CC(=O)NCCCN(C)Cc2ccccc2)c(=O)c2cc3sc(C)cc3n12	7	-12	8	2	-6	-36	-5	5	10	25	5
Cc1ccc(S(=O)(=O)NC(C)C(=O)Nc2cccc([N+](=O)[O-])c2)cc1 (stereo unspecified)	1	-3	45	3	15	3	-4	12	5	8	-1
CN1C[C@H]2CON(C)[C@H]2C[C@H]1c1cccc(-c2ccccc2)c1	-8	-8	-2	.	-3	16	0	6	-9	0	-4
O=C(Nc1ccncc1)c1ccccc1[N+](=O)[O-]	15	-18	-8	0	25	10	18	27	40	8	-10
O=C(CSc1nc(C2CC2)nc2ccccc12)Nc1cccc(O)c1	10	26	12	1	-20	-7	-12	14	50*	12	8
N#Cc1ccccc1Sc1ccccc1C(=O)OCC(=O)NC1CCS(=O)(=O)C1 (stereo unspecified)	-2	-1	13	-2	22	2	3	11	8	8	6
CN(CC(=O)Nc1cccc(F)c1)C(=O)c1cccnc1Sc1ccccc1Cl	0	0	-6	-2	-6	11	-29	7	31	0	16
CCn1ncc(C2=NOC(C(=O)Nc3cccc(C(C)=O)c3)C2)c1C (stereo unspecified)	0	6	11	1	-4	13	64	9	9	8	15

# Overlap with the part before: two compounds, followed by the next part.
SMILES	HIF-2a block	NR2E3 ag-2	TRPM1 prom inh	NR2E3 ag-1	TWEAK Fn14 block	KKLEB cytotox	Shn3 inh set2	TROY NFkB inh	CF NFkB block	Peg3 prom inh	C8 TRAIL sens
CN(CC(=O)Nc1cccc(F)c1)C(=O)c1cccnc1Sc1ccccc1Cl	0	0	-6	-2	-6	11	-29	7	31	0	16
CCn1ncc(C2=NOC(C(=O)Nc3cccc(C(C)=O)c3)C2)c1C (stereo unspecified)	0	6	11	1	-4	13	64	9	9	8	15
CCN(CC(=O)Nc1sc2c(c1C#N)CCCC2)Cc1nc2ccccc2c(=O)[nH]1	16	-21	0	-2	0	-2	2	6	-18	10	8
Cc1ccc(NC(=O)CN(C)S(=O)(=O)c2cccs2)c(Br)c1	-165	-34	-15	1	-6	4	-2	-18	-1	-137	27
COc1ccc(CC(=O)NCc2nnc(SCC(=O)Nc3nccs3)n2C)cc1	14	2	10	0	13	10	-35	-13	-12	-5	4
Cc1ccc(S(=O)(=O)c2c[nH]c3ccc(C)cc3c2=O)cc1	28	-8	15	.	5	-1	15	13	-6	16	-3
Cc1ccc2c(c1)sc1nc(=O)n(-c3ccccc3)c(=O)n12	-257	-52	-100	7	-37	-13	-96	-66	-5	-315	30
O=C(CCCCn1c(=O)c2ccccc2n(CC(=O)NC2CCCC2)c1=O)NC1CCCC1	6	-6	-3	1	-11	-6	-7	-9	10	10	4
CC(C)CN1C(=S)SC(C)(C)C1n1oc(=O)n(-c2ccc(Cl)cc2)c1=O (stereo unspecified)	3	-5	-11	4	4	-56*	17	-43	65*	67*	32
O=C(NC(=S)Nc1cccc([N+](=O)[O-])c1)c1ccco1	-138	-30	-17	1	-19	-4	-7	-63	4	-115	6
CN1CCN(C(=S)Nc2ccc(S(N)(=O)=O)cc2)CC1	12	-15	4	0	18	-2	-12	-3	15	-4	0
CCS(=O)(=O)NCCc1csc(-c2ccccc2)n1	-113	7	-14	1	-12	2	4	-39	-10	-107	-6
Cc1ccc2c(c1)Cc1nc3ccccc3nc1-2	-9	-127	37	4	70*	-12	-18	-36	-91	-12	59*
Cc1cccc2c(C(=O)N3CCN(C(=O)c4ccco4)CC3)cc(-c3cccc(Br)c3)nc12	15	12	28	6	17	0	56	4	-12	22	9
CCC1Oc2ccc(C)cc2N(CC(=O)N(Cc2ccc(C)o2)C2CCCC2)C1=O (stereo unspecified)	21	-12	13	3	8	-2	33	13	0	41	-3
O=[N+]([O-])c1cc(C(F)(F)F)ccc1-n1nnc2ccccc21	7	1	8	1	2	-24	-33	-1	12	-5	-3
COc1ccc(CN(Cc2ccc(OC)cc2)S(=O)(=O)c2ccc(-n3cnnn3)c(C)c2)cc1	10	6	5	2	-19	2	2	0	-3	15	18
Nc1c(N(CCC2=CCCCC2)C(=O)COc2ccc(F)cc2)c(=O)[nH]c(=O)n1Cc1ccccc1	0	-29	92*	2	11	-8	53	8	11	97*	73*
COc1cccc(N(CC(=O)NCCSCc2ccco2)S(=O)(=O)c2ccccc2)c1	-5	-10	2	1	15	5	15	-7	-14	22	5
O=C(NCc1cccnc1)c1ccccc1-c1nc(-c2ccccc2)no1	-26	-12	4	1	-3	9	-18	-10	-12	7	0
O=C(c1ccc(N2C(=O)c3ccccc3C2=O)cc1)N1CCCCC1	12	6	-2	-2	11	7	0	-10	-12	-10	-21
COC(=O)CN1C(=O)[C@H]2[C@@H](c3ccc(C)o3)N3C(=O)CN(CC4CC4)C(=O)[C@@]3(Cc3ccccc3)[C@H]2C1=O	12	-15	-1	-1	8	5	-61	9	1	-2	-12
CCCOC(=O)c1ccc(N2C(=O)c3ccccc3C2=O)cc1	12	-8	-9	3	-7	-2	1	-35	2	-12	-9
CSc1ccc(/C=C(\NC(=O)c2ccco2)C(=O)N2CCCCC2)cc1	3	3	-1	.	-23	-13	-1	21	21	15	-20
Cc1ccc2nc(-c3ccc(N4C(=N)SC5CS(=O)(=O)CC54)cc3)sc2c1 (stereo unspecified)	-210	-78	-97	0	7	-39	-72	-14	-10	-296	4
COC(C(=O)Nc1ccc(C(C)=O)cc1)c1ccccc1 (stereo unspecified)	-13	-2	-1	1	2	-21	-5	-2	0	-10	-1
CNC(=O)C1CCC(=O)N1Cc1ccc(C)cc1 (stereo unspecified)	5	-22	-3	3	-14	2	5	10	8	-10	-7
O=C(CCNS(=O)(=O)c1ccc2[nH]c(=O)oc2c1)NCc1ccccc1	9	2	1	-5	-3	9	13	-9	-6	1	1
COc1ccc(NC(=O)c2cc3c(Cl)nc4ccccc4c3s2)c(OC)c1	8	-18	11	-1	-43	-7	0	7	-3	52*	7
COC(=O)CSc1nc2c(c(-c3ccc(O)cc3)c1C#N)CCCC2	11	14	0	3	-13	0	-1	30	20	16	-5
CCOc1ccccc1NC(=O)N1C2CCCC1CC(NC(=O)C1CC1)C2 (stereo unspecified)	9	-7	5	-1	4	8	-5	-3	-4	2	8
CO/N=C(/CS(=O)Cc1ccc(Cl)cc1)c1ccc(Cl)cc1 (stereo unspecified)	9	-16	-10	2	5	6	0	13	-4	-18	12
Cc1ccccc1SCC(=O)NNC(=O)c1ccncc1	6	-26	2	-1	9	6	6	0	24	5	-15
O=C1COc2ccccc2CN1	12	0	-6	1	6	-6	-7	16	15	-1	7
Cc1cc(-c2nnc(SCC(=O)NC3CCCC3)o2)no1	7	-10	6	-1	-4	5	0	13	8	5	-19
CN(C)CCCN1C(=O)C2CCc3[nH]c4ccccc4c3C2C1=O (stereo unspecified)	14	-18	15	-3	15	7	2	8	-1	8	0
CC(=O)c1ccccc1OC(=O)COc1ccc([N+](=O)[O-])cc1	19	13	13	1	-6	5	-7	-1	7	7	14
COc1ccc(NS(=O)(=O)NC(=O)c2c[nH]c3ccccc23)cc1	-5	-7	9	0	5	-2	-27	-17	-16	6	6

# These rows are one share of the data; the hit share may differ from the screen's.
